Screening data from PubChem BioAssay.
S3 lipid droplet: qHTS Assay for Lipid Storage Modulators in Drosophila S3 Cells; Drosophila S3 cells, BODIPY lipid droplet fluorescence, 18-24 h; cells fed with added oleic acid; Potency in µM for hits, for the others lipid storage change, negative = inhibition, % at the top dose, mostly 46.1 µM; hit rate 0.64% among 320,000; active means well fitted inhibition curve with a large enough effect in the signal ratio, with a control signal flat, not every such curve was filed as active; inconclusive means small, poorly fitted or top-dose-only effect, or effect the other way, or a change in a side signal; the % refers to the signal ratio
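Drosophila S3 cells loaded with oleic acid (400 uM, as added) and compounds at several concentrations; lipid droplets imaged by 488-nm laser-scanning cytometry, 500–530 nm intensity and object ratio to cell channel. Percent activity normalized to 20 uM Triacsin C.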
S3 lipid droplet cell count max: further read-out of S3 lipid droplet, marked with its call; cell number change, %; measured here: cell count max response;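 cells counted by Cell Tracker Red CMTPX staining in the red channel; peak over a dose series mostly up to 46.1 µM; percent activity relative to internal control wells on each plate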
Starred values were filed as active, the others as inactive; i = inactive; ? = inconclusive; . = not tested or not shown. On the % scale 0 is the no-effect control and ±100 the full control effect; potency means the concentration at half of the fitted maximal effect.

Below each compound – S3 lipid droplet | S3 lipid droplet cell count max
Cc1c(O)c(CN2CCCCC2)cc2c3c(c(=O)oc12)CCC3
 : ? | .
CC(=O)Nc1ccc(C(=O)NNC(=O)Cc2ccccc2)cc1
 : 15.9% | 3.8
O=C(OCc1nc2ccccc2c(=O)[nH]1)c1cccs1
 : ? | .
N[C@@H](Cc1ccccc1)c1nnc(SCc2ccccc2Cl)o1
 : ? | .
Cc1cnc(NC(=O)c2ccccn2)s1
 : -4.6% | 0.1
O=C(/C=C/c1ccc(Cl)cc1Cl)c1cccnc1
 : -8.7% | -15.3
O=C(CCC1CCCCC1)NCCS(=O)(=O)N1CCN(c2ccccc2)CC1
 : i | .
COC(=O)c1cc(OC)c(OC)cc1NC(=O)Nc1ccccc1F
 : ? | .
O=C(CNc1ccc2ccccc2c1)N/N=C/c1ccncc1
 : ? | .
CC1(C)CC(=O)C(C=NCCN2CCN(C(=S)Nc3cccc(Cl)c3)CC2)=C(O)C1
 : -0.8% | -4.1
Cc1ncc([N+](=O)[O-])n1S(=O)(=O)c1cc(Br)ccc1Br
 : ? | .
CCCCCOC(=O)C(C)c1c(C)[nH]c(=S)[nH]c1=O (stereo not drawn)
 : ? | .
O=C(CN1C(=O)NC2(CCCC2)C1=O)N1CCc2ccccc2C1
 : -3.4% | -10.4
Cc1nnc(NC(=O)C23CC4CC(CC(C4)C2)C3)s1
 : ? | .
Cc1cc(S(=O)(=O)N2CCCC2)ccc1OCC(=O)N1CCOCC1
 : ? | .
COc1cc(Cl)cc(C(=O)O)c1OCC(=O)O
 : 7.3% | 3.5
CC(C)C(C(=O)NCc1ccco1)N(C(=O)CNS(=O)(=O)c1ccccc1)c1ccccc1 (stereo not drawn)
 : ? | .
CCOC(=O)C(NC(=O)CCC(=O)Nc1ccc(S(N)(=O)=O)cc1)C(O)c1ccccc1 (stereo not drawn)
 : -3.3% | 2.2
COc1ccc(C2C(C(=O)O)CCC(=O)N2c2ccc(C)cc2)cc1OC (stereo not drawn)
 : -3.2% | 9.5
O=C(CCC1CCCN(C(=O)Cn2cnnn2)C1)NCc1ccccc1F (stereo not drawn)
 : -14.3% | -11.3
O=C(CC1C(=O)NCCN1CC1CCCCC1)NCCCN1CCOCC1 (stereo not drawn)
 : 22.1% | 0.2
O=[N+]([O-])c1cc2c(cc1/C=N/Nc1nc(Nc3ccccc3)nc(N3CCCCC3)n1)OCO2
 : -13.7% | -18.1
COc1ccccc1OCC(=O)Nc1ccc(O)cc1C(=O)O
 : ? | .
CC(C)NC(=S)N(C)C1(c2ccccc2Cl)CCCCC1=O (stereo not drawn)
 : ? | .
COCC(=O)N1CCC(Oc2ccc(C(=O)N3CCCCC3COC)cc2)CC1 (stereo not drawn)
 : i | 20.4
COCCNC(=O)CSc1nc2sccc2c(=O)n1-c1ccccc1
 : -6.3% | 13.9
CC1(C)CC(CC(=O)NNc2nc(-c3ccccc3)cs2)C(=O)O1 (stereo not drawn)
 : 6.4% | 0.6
COc1ccc(S(=O)(=O)NC2CCCCCC2)c(OC)c1
 : ? | .
COc1ccc(NC(=S)N2CCN(c3ccccn3)CC2)cc1OC
 : -4.9% | -18.0
O=C(OCc1ccccc1Cl)c1cccnc1Cl
 : ? | .

(further entries)
Below each compound – S3 lipid droplet | S3 lipid droplet cell count max
Cc1snc(SCc2ccc(Cl)cc2)c1C#N
 : ? | .
CCNC(=S)NNC(=O)C1CCN(Cc2ccccc2)CC1
 : ? | .
COc1ccc(-c2cc3c(=O)n(CC(=O)Nc4ccc(Cl)cc4)nc(C)n3n2)cc1
 : i | 5.9
O=C(Nc1ccc(Cl)c(Cl)c1)N1CCOCC1
 : ? | .
c1cncc(CNc2cccc(-c3nc4ccccc4[nH]3)c2)c1
 : ? | .
Cc1ccccc1-n1c(SCC(=O)N2CCCCC2)nc(O)cc1=O
 : -3.8% | -5.8
CC1(C)Nc2ccccc2N(CCC(=O)N2CCOCC2)C1=O
 : ? | .
Cc1cc(OCC(=O)N2CCN(c3ccccc3)CC2)c2c(C)c(C)c(=O)oc2c1
 : ? | .
CCN(CC)S(=O)(=O)c1ccc(NC(=S)NC(=O)CC(C)C)cc1
 : ? | .
O=C(NCC(c1ccco1)N1CCN(c2ccc(F)cc2)CC1)C(=O)NC1CCCC1 (stereo not drawn)
 : ? | .
CCCCOc1ccc(OCCCN2CCOCC2)cc1
 : ? | .
CN(Cc1cnccn1)Cc1nc(Cc2cccc(F)c2)no1
 : -1.1% | 10.1
Cc1ccc(C(=O)OCC(=O)c2ccc[nH]2)s1
 : ? | .
O=C(COC(=O)Cn1cnc2ccccc2c1=O)Nc1ccc(Cl)c(C(F)(F)F)c1
 : ? | .
CC(=O)c1cccc(NC(=O)C2C(c3ccccc3)C2(Cl)Cl)c1 (stereo not drawn)
 : ? | .
O=C(Nc1ccc(Cl)cn1)c1cccnc1
 : ? | .
COC(=O)c1ccccc1OCc1cccc(C)n1
 : 12.1% | 0.9
CCOc1ccc(C(=O)N[C@H](C(=O)O)C(C)C)cc1
 : ? | .
COCC1CCN(C(=O)C2CCC(=O)N(CCc3cccc(F)c3)C2)CC1 (stereo not drawn)
 : ? | .
COc1ccccc1CNC(=O)C(=O)c1cn(CC(=O)N2CCCC2)c2ccccc12
 : i | -4.2
Cc1cc(C)c(S(=O)(=O)N(C)CC(N)=O)c(C)c1
 : ? | .
Clc1cccc(Oc2ncc(CN3CCOCC3)s2)c1
 : 1.9% | 16.9
O=C(Nc1ccc([N+](=O)[O-])cc1)Nc1ccc(Cl)cc1F
 : ? | .
CCCCc1c(C)nn(-c2nnc3c4ccccc4n(CC)c3n2)c1C
 : ? | .
CC(=O)c1ccc(S(=O)(=O)N2CCN(C(C)=O)CC2)cc1
 : ? | .
O=C(C1CCN(Cc2nc(-c3ccc(Cl)cc3)no2)CC1)N1CCOCC1
 : ? | .
Cc1ccc(S(=O)(=O)c2c(C)nn(-c3ccccc3)c2OC(=O)c2ccc(Br)o2)cc1
 : ? | .
CC(=O)c1cc(C#N)c(Oc2ccc(F)cc2)nc1C
 : 0.1% | -14.1
O=[N+]([O-])c1cccc(-c2ncc3ccccn23)c1
 : ? | .
Cc1ccc(Nc2cc(-n3cccn3)ncn2)c(C)c1
 : ? | .

An excerpt from above in order of heavy-atom count, largest number first.
Below each compound – S3 lipid droplet | S3 lipid droplet cell count max
Cc1cc(OCC(=O)N2CCN(c3ccccc3)CC2)c2c(C)c(C)c(=O)oc2c1
 : ? | .
CCCCc1c(C)nn(-c2nnc3c4ccccc4n(CC)c3n2)c1C
 : ? | .
CCCCOc1ccc(OCCCN2CCOCC2)cc1
 : ? | .
O=[N+]([O-])c1cccc(-c2ncc3ccccn23)c1
 : ? | .

The listing picks up with the 5 entries that preceded the break.
Below each compound – S3 lipid droplet | S3 lipid droplet cell count max
O=C(C1CCN(Cc2nc(-c3ccc(Cl)cc3)no2)CC1)N1CCOCC1
 : ? | .
Cc1ccc(S(=O)(=O)c2c(C)nn(-c3ccccc3)c2OC(=O)c2ccc(Br)o2)cc1
 : ? | .
CC(=O)c1cc(C#N)c(Oc2ccc(F)cc2)nc1C
 : 0.1% | -14.1
O=[N+]([O-])c1cccc(-c2ncc3ccccn23)c1
 : ? | .
Cc1ccc(Nc2cc(-n3cccn3)ncn2)c(C)c1
 : ? | .
Cn1c(=O)c(Oc2ccc(Cl)cc2)c(O)c2ccccc21
 : ? | .
CCCCCN(C(=O)CCC(=O)OCC(=O)N(C)c1ccccc1)c1c(N)n(CCCC)c(=O)[nH]c1=O
 : i | -17.4
CCCCc1cc(=O)oc2cc(C)cc(OCC(=O)NCc3cccnc3)c12
 : ? | .
COc1ccc(O)c(C(=O)/C=C/c2cc3ccccc3o2)c1
 : ? | .
CC(=O)Nc1cccc(C(=O)/C=C/c2ccc(N(C)C)cc2)c1
 : ? | .
OC1CSc2nc3ccccc3n2C1 (stereo not drawn)
 : 0.8% | 25.4
Cc1ccc(NC(=O)C2CCCN(C(=O)NCc3ccccc3)C2)c(C)c1 (stereo not drawn)
 : ? | .
COc1ccccc1Cn1c(=S)[nH]c2cc(C(=O)NC(C)C)ccc2c1=O
 : 26.1% | -4.8
Cc1cc(=O)c2cccc(Br)c2[nH]1
 : ? | .
O=C(Nc1ccc(Br)cc1)c1cc2ccccn2n1
 : i | .
O=C(NCCCN1CCN(c2ccccc2F)CC1)C1CCN(S(=O)(=O)N2CCOCC2)CC1
 : ? | .
Cc1cccc(NC(=O)CN2C(=O)c3ccccc3S2(=O)=O)n1
 : ? | .
COc1cc2c(cc1OC)C1=C(C#N)CCC(=NC(=O)c3ccco3)N1CC2
 : ? | .
CC(C)Cn1c(NCCN(C)C)nc2c1c(=O)[nH]c(=O)n2C
 : ? | .
O=C1C=C(c2ccccc2)C(=O)N1Nc1ccccc1
 : ? | .
CS(=O)(=O)c1ncc(CO)n1Cc1ccccc1
 : -0.3% | .
CCOC(=O)c1nnn(-c2nonc2-n2cccc2)c1-c1cccc([N+](=O)[O-])c1
 : 0.3% | -7.9
CCOC(=O)[C@H]1[C@H]2COc3ccc(Br)cc3[C@@H]2N2C(=O)c3cc(OC)c(OC)cc3NC(=O)[C@@]12C
 : i | .
COc1ccc(NC(C)C(=O)N/N=C/c2ccc([N+](=O)[O-])s2)cc1 (stereo not drawn)
 : ? | .
Oc1nc(-c2ccc(Br)cc2)n2ccncc12
 : 20.5% | -1.1
COc1ccc(N2CC(C(=O)N/N=C/c3c[nH]c4ccccc34)CC2=O)cc1 (stereo not drawn)
 : ? | .
CCc1n[nH]c2c1/C(=N\O)CC(c1ccccc1)C2 (stereo not drawn)
 : ? | .
O=[N+]([O-])c1cccc(NC(=S)N2CCc3ccccc32)c1
 : ? | .
O=C(NC1CCCc2ccccc21)c1ccc(Cl)nc1 (stereo not drawn)
 : ? | .
Cc1cc(C)n2nc(SC(C)C(=O)N(C)c3ccccc3)nc2n1 (stereo not drawn)
 : ? | .
CCc1cc2cccc(C)c2nc1SCC(=O)Nc1nonc1C
 : ? | .
CCC(c1nnc(SCC(=O)Nc2nnc(-c3ccccc3)o2)o1)N(C)C (stereo not drawn)
 : 2.5% | 15.9
COc1ccccc1/C=N/Nc1nccnc1Cl
 : -10.5% | -1.6
CC(C)c1ccc(NC(=O)CSc2n[nH]c(=O)n2-c2cccnc2)cc1
 : ? | .
CO/N=C/C(C(C)=O)C(=O)Nc1ccc(Cl)cc1Cl (stereo not drawn)
 : ? | .

Remaining list, next part.
Below each compound – S3 lipid droplet | S3 lipid droplet cell count max
CN(c1ccc(C(=O)NCCCn2ccnc2)cc1)S(C)(=O)=O
 : -4.9% | -4.5
Cc1cccc(N2CCN(CC(=O)Nc3ccc(-n4cnnn4)cc3)CC2)c1C
 : -17.6% | -15.9
Cc1nn(C(=O)c2ccccc2)c2c1C(=O)CC(C)(C)C2
 : i | .
COC(=O)c1cc(-c2cccc(OC)c2)on1
 : 14.0% | .
Cc1ccc(S(=O)(=O)Nc2cccc(C(=O)Nc3cc(C)ccn3)c2)cc1
 : i | 0.8
CN(C)C(=S)Nc1cccc(F)c1
 : -8.9% | 0.7
COc1ccccc1CC(=O)Nc1ncc(C)s1
 : 7.8% | 11.9
COCCn1c(C)cc(C(=O)COC(=O)c2ccc(Cl)c(S(N)(=O)=O)c2)c1C
 : ? | .
N#Cc1cnn(CC2CCCCC2)c1N
 : 0.8% | .
CC(C)(C)NC(=O)NC(=O)COC(=O)CNC(=O)c1cccc(F)c1
 : i | -4.5
Cc1ccc(NS(=O)(=O)c2cc(NC(=O)C(C)Oc3ccccc3)ccc2C)c(C)c1 (stereo not drawn)
 : ? | .
Cc1cc(Cl)ccc1NC(=O)CN1CCCC1
 : ? | .
Cc1nc(Oc2ccc(S(=O)(=O)N3CCOCC3)cc2Cl)c2c3c(sc2n1)CCCC3
 : ? | .
Cc1nnc(SCC(N)=O)n1CC1CCCO1 (stereo not drawn)
 : ? | .
CC(=O)c1ccc(S(=O)(=O)NCCC(=O)OCC(=O)NCCc2ccccc2)cc1
 : ? | .
O=C(c1cccs1)N1CCN(S(=O)(=O)N2CCOCC2)CC1
 : ? | .
O=C(c1ccc(OC2CCN(Cc3ccccc3OC(F)F)CC2)cc1)N1CCCC1
 : i | -3.1
C/C(CC(=O)NCC(C)C)=N\NC(=O)COc1cc(C)c(Br)cc1Br
 : ? | .
COc1ccc(-c2c(NC(=O)c3ccco3)n(-c3ccccc3)nc(C)c2=O)cc1
 : -2.3% | 19.2
COc1ccc(CN2CCN(S(=O)(=O)c3ccc(F)cc3)CC2)cc1OC
 : -26.6% | -27.4
Cc1c(NC(=O)/C(C#N)=C/c2ccc(-c3ccccc3Cl)o2)c(=O)n(-c2ccccc2)n1C
 : -1.5% | 10.9
CC(=O)Nc1cccc(/C(C)=N/NC(N)=S)c1
 : ? | .
Cc1ccc(CN2CCCOCCS2(=O)=O)cc1
 : ? | .
CCOC(=O)C1C(=O)CC(C)(O)C(C(=O)OCC)C1c1ccc(Br)o1 (stereo not drawn)
 : i | .
COc1cc(CN(C)Cc2nc3cc(C(F)(F)F)ccc3c(=O)[nH]2)ccc1OC(F)F
 : ? | .
COC(=O)c1ccc(CSc2ncnc3c2nnn3-c2ccc(F)cc2)o1
 : -3.8% | -8.4
COc1ccccc1-c1cc(C(=O)N2CCN(c3ccccc3OC)CC2)no1
 : ? | .
CCOc1ccc(Nc2ncnc3c2cnn3C)cc1
 : ? | .
N#CCn1c(CCl)nc2ccccc2c1=O
 : ? | .
O=C(Nc1cccc(NC(=O)c2cccc([N+](=O)[O-])c2)n1)c1cccc([N+](=O)[O-])c1
 : -57.1% | 5.3
COc1ccc(C2C(C(=O)N3CCOCC3)=C(C)NC3=C2C(=O)CC(C)(C)C3)c(OC)c1 (stereo not drawn)
 : 10.1% | -13.9

These rows are one share of the data; rates above refer to the full screens.
